RTF Ca sens act: cardiac RTF calcium sensitivity activators, primary screen, biochemical, IANBD-TnC fluorescence, EC20 calcium | Troponin I, cardiac muscle (Homo sapiens) + Troponin T, cardiac muscle (Homo sapiens) + … | IANBD-labeled TnC RTF fluorescence at EC20 calcium; 0% EC20 calcium, 100% full calcium | activation, % at 7.2 µM | 340,000 compounds, 0.24% hits;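 active = activation above the mean over all tested compounds plus 3 SD, cut at about 30% in these data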;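 note: rise in fluorescence read as greater calcium sensitivity of cardiac thin filaments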
Rtt109 HAT inh: inhibitors of C. albicans Rtt109/Vps75 HAT, primary screen, biochemical, ThioGlo CoA-SH fluorescence, plate reader; inhibition, % at 34.9 µM; 330,000 compounds, 0.16% hits; Histone acetyltransferase RTT109 (Candida albicans (strain SC5314 / ATCC MYA-2876)), …; purified Rtt109/Vps75, 4 h; AID 540336, 2011;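 active = inhibition of at least 50% in every replicate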
LANA DNA inh: inhibitors of KSHV C-LANA binding to DNA, primary screen, biochemical, fluorescence polarization, FAM-LBS DNA, MBP-C-LANA, single point; Kaposi's sarcoma herpesvirus LANA C-terminal domain (residues 932-1162) DNA binding; inhibition, % at 9 µM; 340,000 compounds, 0.078% hits; AID 504423, 2011;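 active = highest replicate inhibition at or above 60% at 9 µM, even if other replicates fall short; inactive = all replicates below 60% inhibition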;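 note: 0% = neutral control wells and 100% = 4 µM acridine orange control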
CAL PDZ FP-1: untagged CAL PDZ binding inhibitors, primary screen, biochemical, fluorescence polarization, HTS. AID 602252, 2012. Golgi-associated PDZ and coiled-coil motif-containing protein (Homo sapiens), Q9HD26. 300,000 compounds, 0.92% hits. purified CAL PDZ, TMR-peptide fluorescence polarization, 1 h. inhibition, % at 24.9 µM;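 active = mean inhibition of at least 30% with at least half of replicates also reaching 30%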;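 note: 0% = DMSO neutral control and 100% = excess unlabeled competitor peptide PRC23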
CAL PDZ FP-2: CAL PDZ peptide-binding inhibitors, primary screen, biochemical, fluorescence polarization, Cer-tagged CAL PDZ, HTS; Golgi-associated PDZ and coiled-coil motif-containing protein (Homo sapiens), Q9HD26; purified CAL PDZ, TMR-peptide fluorescence polarization, 1 h; inhibition, % at 20 µM; 330,000 compounds, 0.02% hits; AID 504414, 2011;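 active = highest replicate inhibition of at least 40%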;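 note: plate controls were DMSO neutral control wells for no effect and unlabeled competitor peptide control wells for full effect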
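System: tagged CAL PDZ domain. Schedule: 1 h room-temperature incubation prior to read. Signal: fluorescence polarization (mP). Measure: percent inhibition from loss of millipolarization.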
SR-BI uptake up: activators of SR-BI mediated DiI-HDL uptake, primary screen, ldlA[mSR-BI] CHO cells, DiI fluorescence; 3 h; 100 = double the neutral-control signal; 320,000 compounds, 0.096% hits; AID 504775, 2011; activation, % at 12.5 µM;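 active = mean replicate activation of at least 60% and every replicate at or above 60%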;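 note: 0% = median plate neutral-control signal and 100% = twice that signal; values of inactives mirror those of a sister screen read the other way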
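System: CHO ldlA[mSR-BI] cells / Medium: HEPES-buffered (25 mM, pH 7.4) F12 plus 0.5% BSA / Probe or stimulus: labelled HDL, 10 µg/mL / Doses: single compound concentration, delivered by pin transfer / Schedule: 3 h, 37 °C / Measured by: DiI fluorescence, bottom read / Measure: cell-associated DiI fluorescence as measure of HDL uptake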
Cardiac RTF inh: cardiac RTF calcium sensitivity inhibitors, primary screen, biochemical, IANBD-TnC fluorescence, EC70 calcium | 340,000 compounds, 0.12% hits | inhibition, % at 7.15 µM | IANBD-labeled cardiac RTF, Ca2+ fluorescence;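 active = inhibition above the mean inhibition of all tested compounds plus 3 SD, cut at about 17% in these data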;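 note: assay run at fixed EC70 calcium of 1.6 mM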
DAGLB inhibitor: DAGLB lipase inhibitors, primary screen, biochemical, fluorescence, HTS; HEK293T DAGLB membrane lysate, EnzChek fluorogenic substrate; inhibition, % at 5.17 µM; 340,000 compounds, 0.059% hits; AID 504411, 2011; in the data active = inhibition above about 34%;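 note: 0% = enzyme with vehicle and 100% = wells lacking enzyme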
Target sequence (Q8NCG7 whole entry, looked up): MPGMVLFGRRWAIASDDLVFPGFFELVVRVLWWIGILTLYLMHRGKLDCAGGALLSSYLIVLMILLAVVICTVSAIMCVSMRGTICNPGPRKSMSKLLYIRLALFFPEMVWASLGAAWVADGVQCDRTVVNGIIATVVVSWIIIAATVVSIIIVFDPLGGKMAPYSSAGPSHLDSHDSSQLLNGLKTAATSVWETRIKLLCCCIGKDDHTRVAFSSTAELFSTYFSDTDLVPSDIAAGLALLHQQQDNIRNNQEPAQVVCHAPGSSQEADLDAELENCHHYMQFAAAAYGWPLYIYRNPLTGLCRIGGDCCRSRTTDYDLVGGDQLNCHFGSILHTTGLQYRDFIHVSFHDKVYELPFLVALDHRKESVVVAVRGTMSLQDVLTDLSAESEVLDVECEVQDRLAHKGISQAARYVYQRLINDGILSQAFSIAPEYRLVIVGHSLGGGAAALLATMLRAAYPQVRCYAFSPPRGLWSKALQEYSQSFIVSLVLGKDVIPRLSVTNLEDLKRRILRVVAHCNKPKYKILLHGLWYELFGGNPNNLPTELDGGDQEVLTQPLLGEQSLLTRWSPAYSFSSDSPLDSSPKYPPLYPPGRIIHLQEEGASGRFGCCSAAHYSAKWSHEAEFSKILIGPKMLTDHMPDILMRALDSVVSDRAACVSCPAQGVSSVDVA
PKA-R2B activ: activators of PKA-R2B holoenzyme, primary screen, biochemical, fluorescence polarization, Cy5-IP20, human | PKA-R2B holoenzyme dissociation; R2B truncated from residue 108, S112A mutant; 0% DMSO only, 100% 113 µM cGMP | AID 504700, 2011 | cAMP-dependent protein kinase catalytic subunit beta (Homo sapiens) + cAMP-dependent … | activation, % at 11.4 µM | 340,000 compounds, 0.079% hits;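 active = activation above a cutoff set at the mean over all compounds plus 3 SD, cut at about 18% in these data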;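 note: higher means more holoenzyme dissociation and a rise in polarization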
Target sequence (P31323 whole entry, looked up, other chains not shown, the tested form may be a part): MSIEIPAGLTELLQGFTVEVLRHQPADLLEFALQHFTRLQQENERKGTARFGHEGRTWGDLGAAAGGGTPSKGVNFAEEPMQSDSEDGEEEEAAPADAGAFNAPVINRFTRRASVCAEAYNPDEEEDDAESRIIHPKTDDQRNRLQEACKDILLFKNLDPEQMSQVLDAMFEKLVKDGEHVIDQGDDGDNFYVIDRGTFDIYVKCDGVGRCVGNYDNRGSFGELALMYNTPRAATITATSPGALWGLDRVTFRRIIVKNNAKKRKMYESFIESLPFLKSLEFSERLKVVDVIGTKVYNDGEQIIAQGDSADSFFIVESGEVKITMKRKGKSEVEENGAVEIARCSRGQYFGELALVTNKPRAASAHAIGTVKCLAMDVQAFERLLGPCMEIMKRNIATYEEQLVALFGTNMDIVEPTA
Keap1-Nrf2 PPI: Keap1-Nrf2 protein-protein interaction inhibitors, primary screen, biochemical, fluorescence polarization, single point; Kelch-like ECH-associated protein 1 (Homo sapiens), Q14145; Keap1 Kelch-Nrf2 peptide fluorescence polarization, 1536-well; inhibition, % at 9.4 µM; 340,000 compounds, 0.15% hits; AID 504523, 2011; in the data active = inhibition above about 12%;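 note: human Keap1 Kelch domain with fluorescein labeled Nrf2 9mer peptide probe; 0% = neutral control wells and 100% = peptide positive control; higher means more block of Keap1 binding to Nrf2 peptide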
An asterisk follows results filed as active; nt = not tested or not shown.

RTF Ca sens act,Rtt109 HAT inh,LANA DNA inh,CAL PDZ FP-1,SMILES,CAL PDZ FP-2,SR-BI uptake up,Cardiac RTF inh,DAGLB inhibitor,PKA-R2B activ,Keap1-Nrf2 PPI
-2,8,-1.4,-2,COc1ccc(CCNC(=O)C(=O)c2c(C)[nH]c3ccccc23)cc1,-2.1,-8,1,-3,5,0
-1,-2,1.0,5,CCC(C)NCCOc1cccc(Br)c1 (stereo not drawn),0.0,9,-7,0,-3,-3
-6,-22,1.1,2,Cc1nonc1C(=O)N/N=C/c1ccncc1,-0.6,35,1,0,2,-3
4,-4,-0.1,11,O=C(COC(=O)c1cc(Cl)ccc1O)NNC(=O)c1ccc([N+](=O)[O-])cc1,1.0,13,1,2,1,-3
9,1,1.1,3,CCCc1cc2c(cc1NC(=O)c1ccccc1F)OCO2,-0.8,8,5,-4,-14,-3
0,-7,0.0,0,O=C1N/C(=N\c2ccccn2)SC1Cc1ccc(Cl)cc1 (stereo not drawn),-0.1,-17,-5,-1,-2,2
3,-2,0.2,2,CSc1sc(C(=O)NC(=O)NCc2ccncc2)c(C)c1-c1ccon1,-1.1,-2,-5,0,1,2
14,5,-1.3,-2,O=C(N/N=C/c1c[nH]c2ccccc12)c1cccc(O)c1,0.8,11,-10,-4,3,-2
-4,21,-0.1,-3,CCC1Sc2ccccc2N(CC(=O)NCc2ccccc2OC)C1=O (stereo not drawn),0.0,-10,-4,-7,2,0
5,-6,-0.6,-1,CCS(=O)(=O)N1Cc2ccccc2CC1C(=O)N(C)Cc1ccc(OC)c(F)c1 (stereo not drawn),-2.3,6,0,2,6,-5
-1,0,0.1,2,c1ccc(-c2noc(CCC3CCCC3)n2)cc1,-0.8,-4,-1,-2,5,-3
5,-2,1.8,-3,CC1CC(C)(C)CC2(C1)NC(=O)N(CC(=O)N(C)Cc1nc3ccccc3c(=O)[nH]1)C2=O (stereo not drawn),0.3,8,0,0,-4,1
-2,-5,0.7,nt,CCOC(=O)c1ccc(S(=O)(=O)Nc2cc(C(C)(C)C)no2)cc1,-0.7,15,-4,5,2,1
-5,6,2.7,-3,CCCNC(=O)c1ccc(N2CCC3(CC2)CC(c2ccccc2)=NO3)c(NC(=O)c2ccccc2)c1,-0.9,-30,-9,-11,-8,-3
11,-15,0.2,-1,Cc1ccc(-c2nnc3sc(C4COc5ccccc5O4)nn23)cc1 (stereo not drawn),4.3,-14,0,-1,-8,-3
-2,10,0.2,81*,COc1cccc(/C=N/Nc2ccccc2C(=O)O)c1O,0.2,23,-15,1,0,-5
-3,6,-1.5,-1,Cn1cc(C(=O)c2cccc(Cl)c2Cl)cc1C(=O)O,-0.2,2,-8,2,-4,-6
3,0,4.7,-3,COc1ccc(CCNC2CC(=O)N(C3CCCCC3)C2=O)cc1OC (stereo not drawn),-0.5,14,2,1,4,-6
0,8,0.0,1,Nc1nnc(SCC(=O)OCc2ccc(Cl)c(Cl)c2)s1,0.6,2,8,2,-12,-4
4,9,0.1,-3,O=C(Nc1cccc(C(=O)N2CCCC2)c1)c1ccccc1,-2.8,-15,-4,2,7,-3
-2,-12,2.4,1,Cc1ccc(-c2nc3cc(NC(=O)C(C)C)ccc3o2)cc1,-1.8,-21,1,-3,13,3
8,13,0.3,-4,C#CCOCCOCCOCCNc1nc(N2CCN(C(=O)[C@H](CC(N)=O)n3cc(C(N)[C@@H](C)CC)nn3)CC2)nc(N2CCN(C(=O)[C@H](CCCCN)n3cc([C@@H](N)CC(N)=O)nn3)CC2)n1 (stereo partly drawn),1.0,2,11,0,-2,0
-2,0,0.2,-4,CCOC(=O)CSc1nnc(CNC(=O)c2ccc(S(=O)(=O)N3CCCCC3)cc2)n1C,-0.6,1,-4,-1,4,-1
-3,1,-2.1,8,CC(C)c1ccc(S(=O)(=O)N2CCN(C(=O)c3cccc(S(=O)(=O)N4CCOCC4)c3)CC2)cc1,-0.4,11,-3,-1,4,-2
-5,-5,-1.7,-2,CCn1cnc2cc(NCc3ccccc3Cl)ccc21,0.1,-5,-10,2,-6,0
-2,4,1.9,-2,S=C(S)OC1CC2CC1C1CCCC21 (stereo not drawn),0.1,-1,-13,1,-10,-3
-6,2,-1.5,-2,COc1ccc(N2CCN(C(=O)CCCN3C(=O)c4cccc5cccc(c45)C3=O)CC2)cc1,-0.1,13,1,4,-3,3
1,-11,-0.3,3,O=C(/C=C/c1ccccc1)NC(=S)N1CCSCC1,-0.6,17,-3,-1,-2,-4
-5,-3,4.0,-1,COc1ccc(CNCc2ccc([N+](=O)[O-])cc2)cc1OC,-0.2,15,-8,1,-10,-3
5,7,0.0,-3,O=C(OC(c1ccccc1)c1nccc2ccccc12)c1cc([N+](=O)[O-])cc([N+](=O)[O-])c1 (stereo not drawn),1.0,-1,4,-3,-10,1
-4,-6,-2.0,-4,O=C(CN1CCc2ccccc2C1)Nc1ccc(OC(F)(F)F)cc1,-0.8,-15,-4,-9,-9,-4
3,7,2.2,-1,O=C(CCNc1cc(Cl)cc(Cl)c1)c1ccco1,-1.9,-4,-12,-2,2,0
-5,1,0.4,3,O=C(Cc1ccccc1F)Nc1ccc(S(=O)(=O)N2CCCC2)cc1,-1.0,-15,-7,0,-4,1
-2,-12,-0.7,-4,COc1ccc(C(=O)Nc2nc(-c3cccs3)c(NC(C)=O)s2)cc1,nt,-28,2,2,4,-1
-3,nt,-0.1,-4,CCOC(=O)C1(Cc2ccc(OC)cc2)CCN(C(=O)c2cccc3nccnc23)CC1,-2.9,13,-4,-2,-1,-5
-6,-1,0.5,-2,CCOC(=O)C1(Cc2ccccc2C)CCCN(C(=O)c2ccc(OC)o2)C1 (stereo not drawn),-2.8,3,1,-3,-10,-5
0,-8,4.4,0,COC(=O)CN1C(=O)N(c2ccccc2)C(N(O)C(=O)Nc2ccccc2)C1(C)C (stereo not drawn),-0.2,19,4,-1,1,3
-5,0,-0.6,-1,CCOC(=O)c1ccccc1NC(=O)c1cn(-c2ccc(OC)cc2)c(=O)c2ccccc12,0.2,nt,-11,-1,3,-3
1,-5,0.2,0,Cc1c(C(=O)O)sc(S(=O)(=O)N2CCN(C(=O)Cc3ccc(F)cc3)CC2)c1C(=O)O,0.7,19,7,0,-5,5
0,15,-0.5,nt,COc1ccccc1NC(=O)CSc1nncn1N,-0.7,12,-2,0,-1,-1
-4,2,0.4,4,NN/C(=C\[N+](=O)[O-])Nc1ccccc1,-0.6,21,-3,0,7,-2
2,1,-1.7,1,COC(=O)C(=Cc1ccc(-c2ccsc2C(=O)OC)o1)C(=O)OC,-0.4,-24,7,-4,-6,1
-5,2,7.3,-1,COc1nnc(-c2ccc(C)c(S(=O)(=O)NC(C)(C)CO)c2)c2ccccc12,-1.6,-31,-1,-2,-9,-2
-9,2,-1.5,-2,CCN(CC(=O)NCc1ccc(F)cc1)C(=O)COc1ccc(C)c(C)c1,-2.4,-40,0,1,1,1
-1,-1,1.2,-6,CN(C)c1nc(SCC(=O)Nc2ccccc2)nc(N2CCOCC2)n1,-1.1,1,-20,-1,-7,6
-1,7,0.1,3,Cc1ccc(C(=O)OCC(=O)Nc2ccccc2)cc1NC(=O)c1ccco1,-0.9,8,-2,1,6,5
2,-11,-0.6,-1,O=C(NCc1ccccc1Br)C1CCCO1 (stereo not drawn),-1.6,8,3,-1,0,0
4,9,-1.0,25,COc1cc2sc(C)nc2c2sccc12,-0.3,-8,-11,-5,12,-2
6,-8,-0.2,-1,Cc1ccc(-c2nnc(SCC(=O)Nc3ccc(N4CCOCC4)cc3)o2)cc1,-1.1,10,-19,0,-6,-1
-6,28,-0.4,-2,O=C(CCN1CCN(C(c2ccccc2)c2ccccc2)CC1)N/N=C/c1ccc(O)cc1O,3.7,23,1,2,-20,0
-1,4,-0.2,-6,O=C(CCCC(=O)N(CC(=O)NC1CCCC1)c1cccc(F)c1)Nc1ccccn1,-0.2,-1,1,0,0,-2
0,-6,0.8,-2,Cc1[nH]c2ccccc2c1Cc1n[nH]c(=S)o1,0.4,24,0,1,4,-4
0,14,0.6,-4,Cc1cc(N2CCN(C)CC2)ccc1NC(=O)c1cccc(S(=O)(=O)N2CCc3ccccc3C2)c1,-1.1,-11,-10,-2,6,-7
3,9,-0.6,-6,O=C(N1CCN(CCO)CC1)N1c2ccccc2CCc2ccccc21,0.1,-1,-4,-2,-14,-3
1,-2,-0.1,-3,O=C(Cc1ccc(Cl)cc1)Nc1cccc(S(=O)(=O)N2CCCCC2)c1,-2.7,nt,-2,-4,-1,-4

Looked up by structure from above (five):
RTF Ca sens act,Rtt109 HAT inh,LANA DNA inh,CAL PDZ FP-1,SMILES,CAL PDZ FP-2,SR-BI uptake up,Cardiac RTF inh,DAGLB inhibitor,PKA-R2B activ,Keap1-Nrf2 PPI
0,-8,4.4,0,COC(=O)CN1C(=O)N(c2ccccc2)C(N(O)C(=O)Nc2ccccc2)C1(C)C (stereo not drawn),-0.2,19,4,-1,1,3
-4,-6,-2.0,-4,O=C(CN1CCc2ccccc2C1)Nc1ccc(OC(F)(F)F)cc1,-0.8,-15,-4,-9,-9,-4
4,9,-1.0,25,COc1cc2sc(C)nc2c2sccc12,-0.3,-8,-11,-5,12,-2
-6,-1,0.5,-2,CCOC(=O)C1(Cc2ccccc2C)CCCN(C(=O)c2ccc(OC)o2)C1 (stereo not drawn),-2.8,3,1,-3,-10,-5
2,1,-1.7,1,COC(=O)C(=Cc1ccc(-c2ccsc2C(=O)OC)o1)C(=O)OC,-0.4,-24,7,-4,-6,1

Compound activity from PubChem BioAssay.
